GAA850 FXN act – activators of GAA850 frataxin (FXN) promoter | activation, % at 6 µM | hit rate 0.56% among 360,000 | AID 540364 | HEK293 lucGAA850 FXN promoter luciferase reporter, 24 h; percent of 10 µM SAHA response;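 active = activation above the average of all compounds screened plus 3 SD, cutoff fixed separately per campaign, cut at about 7.5% in these data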;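 also: 0% = DMSO wells and 100% = 10 µM SAHA wells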
DAX1 inh-1 – inhibits human nuclear receptor DAX1 | P51843 | AID 504766 | HEK293 Gal4-DAX1 luciferase reporter, luminescence | inhibition, % at 6.75 µM | hit rate 0.99% among 340,000;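 active = inhibition above the mean over all tested compounds plus 3 SD, cut at about 4.2% in these data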;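 also: 0% = DAX1-transfected cells with DMSO and 100% = empty-vector control cells with DMSO; inhibition shows as a rise in luminescence from relieved DAX1 repression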
Target sequence (P51843 207-470 limits assumed): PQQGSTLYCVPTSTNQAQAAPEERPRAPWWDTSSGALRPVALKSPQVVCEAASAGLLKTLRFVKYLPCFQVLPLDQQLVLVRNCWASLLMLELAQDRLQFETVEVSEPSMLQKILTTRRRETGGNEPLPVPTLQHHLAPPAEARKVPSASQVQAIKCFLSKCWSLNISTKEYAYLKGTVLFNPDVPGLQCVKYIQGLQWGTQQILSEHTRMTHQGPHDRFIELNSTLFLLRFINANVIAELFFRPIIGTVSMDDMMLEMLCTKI
hgDAF12 agonist – activates the H. glycines DAF-12 receptor ligand-binding domain; activation, % at 6.8 µM; HEK293 GAL4-hgDAF12 UAS-luciferase reporter, agonist luminescence; normalized to butyrate control; hit rate 1.8% among 370,000; AID 687014;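 active = activation above a cutoff set at the mean of all screened compounds plus 3 SD, cut at about 10% in these data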;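 also: 0% = DMSO wells and 100% = sodium butyrate wells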
ADAM17 inh – inhibitors of human ADAM17; P78536; recombinant ADAM17, EDANS/DABCYL FRET peptide cleavage; inhibition, % at 6.95 µM; hit rate 0.83% among 370,000; AID 720648;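 active = inhibition above the mean of compounds lying between control limits plus 3 SD, set per campaign, cut at about 8.5% in these data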;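 also: 0% = DMSO-only wells as the low control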
ssDAF-12 act – activates DAF-12 receptor from parasite S. stercoralis; activation, % at 6.8 µM; hit rate 1% among 370,000; AID 652126; HEK293 ssDAF-12/GRIP1 lit1-tk-luc reporter, luminescence; % of 3 µM dafachronic acid response;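 active = activation above the mean over all tested compounds plus 3 SD, cut at about 0.9% in these data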;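 also: 0% = DMSO-only wells and 100% = 3 µM delta7-dafachronic acid wells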
PLC-gamma1 inh – PLC-gamma1 (human) inhibition, primary screen | inhibition, % at 12.2 µM | purified PLC-gamma1, fluorogenic substrate, fluorescence | hit rate 0.84% among 370,000 | AID 720700; in the data active = inhibition above about 9.5%
ADAM10 inh – inhibitors of human ADAM10; O14672; hit rate 0.62% among 370,000; recombinant ADAM10, EDANS/DABCYL FRET peptide cleavage, 3 h; inhibition, % at 7 µM;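 active = inhibition above a per-campaign cutoff equal to the mean of compounds falling between control-based bounds plus 3 SD, cut at about 20% in these data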;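 also: 0% = DMSO wells while the 100% control is not disclosed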
sPLA2-III inh – Blocks human group III sPLA2 activity. inhibition, % at 12.2 µM. QFRET BODIPY PC-A2 liposome hydrolysis, fluorescence. hit rate 0.56% among 370,000. AID 743126. Q9NZ20;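 active = inhibition above mean plus 3 SD of compounds lying within the high and low control bounds, cut at about 19% in these data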;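 also: 0% = median of test compound wells and 100% = no enzyme DMSO wells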
Target sequence (Q9NZ20 whole entry, looked up): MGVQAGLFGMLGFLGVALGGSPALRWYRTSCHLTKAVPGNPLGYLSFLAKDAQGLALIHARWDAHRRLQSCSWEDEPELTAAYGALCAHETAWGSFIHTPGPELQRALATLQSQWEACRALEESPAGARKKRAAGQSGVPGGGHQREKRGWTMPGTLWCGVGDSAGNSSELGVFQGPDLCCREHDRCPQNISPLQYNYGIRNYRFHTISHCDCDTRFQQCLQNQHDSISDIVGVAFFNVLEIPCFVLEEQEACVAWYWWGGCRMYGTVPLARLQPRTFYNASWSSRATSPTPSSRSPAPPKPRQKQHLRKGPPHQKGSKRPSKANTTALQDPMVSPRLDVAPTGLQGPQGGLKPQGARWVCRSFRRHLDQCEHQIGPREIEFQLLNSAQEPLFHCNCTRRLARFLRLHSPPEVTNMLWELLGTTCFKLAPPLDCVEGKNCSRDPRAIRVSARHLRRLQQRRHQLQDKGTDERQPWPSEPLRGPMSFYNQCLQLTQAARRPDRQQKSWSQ
DAX1 inh-2 – inhibitors of DAX1 repression of SF-1 activated StAR promoter; HEK293T StAR-luciferase reporter, SF-1/DAX-1 repression relief; inhibition, % at 6.8 µM; hit rate 1.1% among 370,000; AID 652010;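 active = inhibition above the mean over all tested compounds plus 3 SD, cut at about 3.6% in these data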;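 also: 0% = DAX-1 cells with DMSO and 100% = cells lacking DAX-1 with DMSO; higher inhibition means more luminescence from relief of DAX-1 repression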
hcDAF12 agonist – activates DAF-12 receptor from parasite H. contortus; AID 652067; HEK293 hcDAF-12 lit1-tk-luc reporter, luminescence; 0% DMSO, 100% Δ7-dafachronic acid; hit rate 1.4% among 370,000; activation, % at 6.8 µM;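 active = activation above the mean of all tested compounds plus 3 SD, cut at about 5.5% in these data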;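 also: 100% = response to 3 µM Δ7-dafachronic acid high control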
PLCb3 inh – PLC-beta3 (human) inhibition, primary screen; Purified PLC-beta3, fluorogenic substrate, fluorescence; AID 720704; hit rate 0.18% among 370,000; inhibition, % at 12.2 µM; Q01970; in the data active = inhibition above about 11%;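 also: 0% = median of compound wells on plate and 100% = full blocker control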
The depositor's hits bear a star; i = inactive; / = no result given.

SMILES	GAA850 FXN act	DAX1 inh-1	hgDAF12 agonist	ADAM17 inh	ssDAF-12 act	PLC-gamma1 inh	ADAM10 inh	sPLA2-III inh	DAX1 inh-2	hcDAF12 agonist	PLCb3 inh
CCN=C1S/C(=C/c2ccc(-c3ccc(F)cc3)o2)C(=O)N1CC	2.1	0.2	-1.4	-5	-1.5	-11	-4	-7	0.1	-2.5	-14
COc1ccc(-c2n[nH]c(=S)n2Cc2ccccc2)cc1	4.2	-0.6	1.1	1	-1.5	-2	3	13	-0.5	-0.5	-2
Cc1ccccc1C(=O)Nc1ccnn1C1CCN(Cc2ccc(CO)o2)CC1	0.4	0.6	-0.6	-5	-0.7	-1	0	2	-0.1	-1.7	-8
CCCS(=O)(=O)NC(=O)C1(C)CCCN(C(=O)COc2ccc(Cl)cc2Cl)C1 (centres undefined)	-0.6	/	-0.1	-4	-1.3	5	-9	2	-0.6	-1.1	1
O=C(COC(=O)c1ccccc1NCCO)Nc1cc(C(F)(F)F)ccc1N1CCOCC1	1.0	0.3	-2.5	-341	-1.3	-467	i	-10	-0.6	-2.0	i
COc1ccc(-c2csc(NC(=O)C3COc4ccccc4O3)n2)cc1OC (centres undefined)	-0.5	-0.7	-2.1	8.9*	-2.3	4	11	4	-1.5	-3.9	-1
O=C(NC(=S)N1CCCCCC1)c1ccccc1Cl	1.1	0.3	-2.0	-1	-0.9	1	0	8	0.1	-0.8	0
O=C(NC1CCCC1)C(c1ccccn1)N(C(=O)c1csnn1)c1ccc(F)cc1 (centres undefined)	-1.2	1.6	-2.1	-3	-1.0	3	-3	9	-0.5	-0.6	-9
O=[N+]([O-])c1ccc(/C=N\N2CCN(Cc3ccccc3Cl)CC2)cc1	1.7	-0.1	1.8	-3	-1.4	-1	-8	2	0.4	-2.5	-2
CCc1cc(CNC(=O)C2CCC(=O)N(Cc3ccccc3F)C2)on1 (centres undefined)	-0.4	1.1	5.9	0	-1.6	0	-3	-2	0.6	2.6	2
Cc1c(-c2c(C#N)c(N)nc3c2CCCCCC3)cnn1C	1.8	-1.1	-3.1	-89	-0.9	-37	-266	7	0.1	-0.3	-46
O=C(Nc1nnc([C@@H]2C[C@H](O)[C@@H](CO)O2)s1)c1cccs1	-2.9	/	7.2	0	-0.8	4	3	0	0.8	-0.5	4
O=C(CCc1ccccc1)OCCOC(=O)CCc1ccccc1	1.9	-1.7	-2.0	1	-0.2	1	15	-3	0.1	-2.0	-7
CCn1cc(C2C(C(=O)Nc3cc(C)ccn3)=C(C)NC3=C2C(=O)CC(C)(C)C3)c(C)n1 (centres undefined)	-0.7	0.0	-2.7	-214	-0.8	-441	i	15	0.4	-1.6	-402
O=[N+]([O-])c1c(Nc2ccc(O)cc2)cc(Cl)c2nonc12	-5.9	-1.0	-4.2	0	-1.5	7	-7	5	-0.6	-2.7	4
Cc1ccc(NC(=O)Cc2nnc(SCC(=O)NC3CCCC3)n2C)cc1	0.8	0.1	-1.0	-2	-0.8	2	-11	9	0.3	6.3*	-3
COc1ccc(S(=O)(=O)Oc2c(OC)cc(C(=S)N3CCOCC3)cc2OC)cc1	0.1	1.6	2.3	-1	-1.1	3	-2	-4	-1.2	-2.9	-6
COc1ccc(C(=O)OCC(=O)c2ccc3c(c2)NC(=O)CO3)cc1[N+](=O)[O-]	-1.3	1.5	-2.2	-2	-0.6	-1	-1	-3	0.1	-0.9	1
COc1cc([C@@H]2CC=C(C(=O)O)CN2S(=O)(=O)c2ccc(C)cc2)cc(OC)c1OC	0.2	1.0	0.4	-3	-1.0	-1	1	1	0.3	-2.6	-2
N#CC1(C#N)[C@@H](C(=O)C23CC4CC(CC(C4)C2)C3)C12CCOCC2	2.2	-0.8	-1.3	1	-1.1	0	-2	-4	0.9	0.1	2
CC/C(Cc1ccccc1)=N\NC(=O)c1cc(C)oc1C	4.2	0.6	4.5	0	-0.5	-3	-3	-1	0.9	2.5	-3
COc1ccc(NC(=O)NC(C)C2CC3CCC2C3)cc1 (centres undefined)	3.1	2.1	-3.5	2	17*	7	5	1	0.3	1.1	3
CN(C)CCN1C(=O)C(=O)/C(=C(/O)c2ccc(F)cc2)C1c1ccccc1 (centres undefined)	-0.1	1.0	-1.3	1	-0.9	2	6	6	-0.3	-1.5	5
Cc1ccc(/C=N/NC(=O)Cn2nccc2C)o1	2.0	-1.2	-0.6	-1	-1.0	-1	-2	1	0.2	1.1	3
CCCOc1ccc(/C=C/C(=O)NCc2ccccc2)cc1	1.4	-0.8	3.4	1	-1.5	-3	-1	-4	-1.1	-1.8	-1
CC(C)COP(=O)(c1ccc(N(C)C)cc1)C(O)c1ccccn1 (centres undefined)	0.1	0.1	-1.0	0	-1.3	1	10	0	-0.5	0.8	1
O=C(COC(=O)c1cc(-c2cccs2)nn1-c1ccccc1)Nc1ccc(Cl)c([N+](=O)[O-])c1	2.1	0.4	7.0	7	-0.9	3	21*	-2	-0.6	-0.1	2
Cc1ccc(OC(C)C(=O)Nc2ccc(C)c(S(=O)(=O)Nc3ccc(C)cc3C)c2)cc1 (centres undefined)	-1.2	-0.9	-2.3	12*	-0.8	3	24*	-33	-0.3	-2.1	5
N/C(=N\OC(=O)CCCCCN1C(=O)c2ccccc2C1=O)c1ccccn1	1.5	-1.6	-0.2	-4	-1.8	-1	-1	-2	-0.6	-0.6	-5
O=S(=O)(/C(=C/c1ccc(C(F)(F)F)cc1)c1nc2ccccc2[nH]1)c1ccccc1	-4.9	-5.8	-10	-1	-2.5	2	-5	3	-4.4	-6.5	-1

Reformatted with two lines to a compound: part of the list above
Each structure is followed by: GAA850 FXN act	DAX1 inh-1	hgDAF12 agonist	ADAM17 inh	ssDAF-12 act	PLC-gamma1 inh	ADAM10 inh	sPLA2-III inh	DAX1 inh-2	hcDAF12 agonist	PLCb3 inh
CN(C)CCN1C(=O)C(=O)/C(=C(/O)c2ccc(F)cc2)C1c1ccccc1 (centres undefined)
→ -0.1	1.0	-1.3	1	-0.9	2	6	6	-0.3	-1.5	5
Cc1ccc(NC(=O)Cc2nnc(SCC(=O)NC3CCCC3)n2C)cc1
→ 0.8	0.1	-1.0	-2	-0.8	2	-11	9	0.3	6.3*	-3

Continued.
SMILES	GAA850 FXN act	DAX1 inh-1	hgDAF12 agonist	ADAM17 inh	ssDAF-12 act	PLC-gamma1 inh	ADAM10 inh	sPLA2-III inh	DAX1 inh-2	hcDAF12 agonist	PLCb3 inh
Cn1c(COc2ccc([N+](=O)[O-])cc2)nnc1SCC(=O)NCC1CCCO1 (centres undefined)	0.9	-0.5	0.2	3	1.0*	1	-11	0	0.0	-2.5	-2
O=C(O)CC/C(=N/Nc1ncc(C(F)(F)F)cc1Cl)C(=O)O	0.9	2.4	1.3	-2	-0.2	2	-2	4	0.1	0.3	0
CN1c2ccccc2Sc2cc(N)ccc21	-1.1	-0.9	-1.3	2	-1.9	-12	10	21*	-0.7	-2.6	-20
O=C(O)c1cc([N+](=O)[O-])ccc1NCCCc1ccccc1	2.0	-0.3	-3.3	2	-1.1	0	11	-37	-1.1	-0.1	-3
O=C(Nc1cccc(F)c1)N1CCC(c2ccccc2)CC1	3.5	-0.1	4.4	0	-0.2	0	4	3	0.8	-0.8	-1
Cc1ccc(C)c2nc(SCC(=O)Nc3ccc4c(c3)OCO4)c(C#N)cc12	1.4	-0.8	2.4	-3	-1.2	3	4	0	-0.4	-1.1	-3
COc1cccc(CNC(=O)CCC(=O)N2Cc3cccc(OC)c3Oc3ncccc32)c1OC	-0.6	-0.1	-0.6	-4	-1.3	2	-138	5	-0.2	-2.4	-4
COCCCN=Cc1c(C)[nH]n(-c2ccc(Br)cc2Br)c1=O	3.1	/	-2.3	-3	-1.7	0	5	5	-0.4	0.1	1
c1csc(CNc2ncnc3sccc23)c1	2.4	-2.5	-4.4	-1	-2.1	2	6	-2	-2.9	-3.3	-4
Clc1cccc(Cl)c1C1=NOC(c2nnc(-c3ccccc3)o2)C1 (centres undefined)	2.4	0.7	1.0	-1	-1.1	-4	-2	-6	-0.2	0.1	0
Cc1ccc(NC(=O)CN(C)S(=O)(=O)c2cccc3cccnc23)cc1F	1.0	0.2	2.0	-3	-1.0	-3	-7	-3	-0.3	-0.8	-7
C=CCN(CC=C)Cc1c(O)ccc2c1oc(=O)c1ccccc12	2.2	-0.5	-0.6	-9	-0.9	-138	-16	6	-0.3	-2.1	-181
O=C(O)c1cc(N=Nc2c(O)ccc3ccccc23)cc(C(=O)O)c1	1.4	0.4	3.6	-3	-1.4	-1	0	5	-0.7	1.5	-5
Cc1cccc(NS(=O)(=O)c2ccc(C)c(C(=O)OCC(=O)Nc3cc(C)on3)c2)c1	-8.6	-2.2	-7.9	0	-1.4	1	3	-48	-1.2	-2.4	-2
Nc1nc2n(n1)C(c1ccccc1)CC(c1ccc(F)cc1)N2 (centres undefined)	0.6	2.1	-1.3	-3	-1.2	-3	-14	4	0.3	-1.0	1
CC(Oc1cc2oc(=O)c3c(c2cc1Cl)CCCC3)C(=O)NCCN1CCOCC1 (centres undefined)	-1.0	-0.2	-0.6	-36	-0.8	-8	-89	1	-0.2	-2.4	-24
COc1ccc(-c2nnc(SCC(=O)Nc3cc(C)on3)n2N)cc1OC	1.7	-0.5	0.1	-2	-0.3	-2	-3	2	-0.5	-2.0	1
CCn1c(SCC(=O)Nc2ccccc2-c2ccccc2)nnc1-c1ccc(C)cc1	/	/	-0.1	5	-1.3	-2	-8	-3	0.0	-2.1	-1
COC(=O)COc1nc(C)c2c(c1C#N)CC(C)(C)OC2	-0.3	1.0	-0.7	-2	-1.3	1	6	7	-0.4	-2.0	11*
COc1ccc(C2=NN(C(=O)CSc3nccn3C)C(c3ccco3)C2)cc1 (centres undefined)	-1.0	-0.9	-0.5	-4	-2.1	0	1	3	-0.1	-1.8	-3
COC1CCN(Cc2c(C(=O)N3C[C@@H](C)O[C@@H](C)C3)nc3ccc(Cl)cn23)CC1	1.8	0.3	0.6	-2	-0.8	0	0	-1	0.2	-0.1	-5
CC1=C(C(=O)OCc2ccccc2)C(c2ccc(C)cc2)NC(=O)N1 (centres undefined)	1.3	-0.6	-0.6	-2	-1.7	5	0	-1	-0.4	-2.0	3
COc1ccc(C(=O)NC(C)c2cnn(-c3ccccn3)c2C)o1 (centres undefined)	0.4	1.7	2.8	-5	-0.8	-1	-5	8	-0.2	2.2	-7
CCCCCSc1nc2c(c(=O)[nH]c(=O)n2C)n1CCc1ccccc1	2.3	0.2	1.9	-4	-1.4	2	-18	4	0.0	-0.9	0
COc1ccc(S(=O)(=O)Oc2ccc3ccccc3c2)cc1	0.4	1.1	6.5	0	-1.2	1	-2	-3	-0.3	-2.5	-4
CCN(Cc1ccccc1)C(=O)c1ccc(N(C)S(=O)(=O)c2ccc(C)cc2)cc1	-0.6	0.2	-4.4	2	-1.1	3	8	-7	-3.9	-2.1	1
COc1ccc(S(=O)(=O)N2CCN(Cc3cccc(F)c3)CC2)cc1	1.3	2.7	-0.4	-1	-0.7	0	-2	-2	0.0	-1.4	-7
